Diaph inh CS: diaphorase inhibitors and chemical oxidizers, primary screen, counter-screen for diaphorase-coupled primary assays, biochemical, uHTS, resorufin fluorescence | 0.69% of 190,000 active | inhibition, % at 20 µM | diaphorase resazurin-to-resorufin fluorescence, NADH, 16 min; bacterial (C. kluyveri) enzyme, not human | AID 1217, 2008;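 active means primary screen inhibition at 20 µM above a set limit, cut at about 50% in these data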;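 further: plate controls were DMSO with full reaction for no effect and wells lacking NADH for full effect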
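System: Diaphorase enzyme from Clostridium kluyveri | Amount: Enzyme working solution with 0.14 U/mL diaphorase | Benchmarks: No-NADH positive control and DMSO neutral control | Signal: Fluorescence of resorufin formed from resazurin, Ex 544/Em 590 nm | Schedule: 16-min room-temperature incubation before reading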
APP 5UTR inh: inhibitors of APP translation via 5'UTR reporter, primary screen, APP 5'UTR luciferase, SH-SY5Y cells | inhibition, % at 2 µM | SH-SY5Y APP 5'UTR-luciferase reporter, luminescence | 0.82% of 190,000 active;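 active means inhibition above a set limit, derived from the sample mean plus 3 SD, cut at about 45% in these data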; further: values of inactives mirror those of a sister screen read the other way
STAT3 activator: IL-6 driven STAT3 reporter potentiators, primary screen, U3A cells, luciferase, luminescence, MLSCN library. activation (% of control), % at 5.6 µM. IL-6 STAT3-luciferase reporter; 100% = signal with IL-6 EC80 alone. 0.91% of 190,000 active;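 active means activation above the screen-wide mean of compound activation plus 3 SD, cut at about 130% in these data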;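 further: 0% = background luminescence of wells with medium and substrate only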
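Material: STAT3-luciferase reporter U3A cells; Probe or stimulus: IL-6 (33 ng/mL); Incubation: compound pre-incubation 1 h before IL-6, then 6 h stimulation at 37 °C; Technique: luminescence from STAT3-driven luciferase reporter; Evaluation: % activation versus median of IL-6-stimulated wells; Controls: IL-6-only high control.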
STAT1 blocker: STAT1 signaling inhibitors, primary screen, cell-based, HTS, luciferase reporter; NIH 3T3 STAT1-luciferase reporter, IFN-gamma, luminescence; inhibition, % at 5.5 µM; 0.35% of 200,000 active; AID 920, 2007;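 active means inhibition above a set limit, the mean inhibition across all tested compounds plus 3 SD, cut at about 34% in these data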;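 further: 0% = IFN-gamma with DMSO and 100% = IFN-gamma with 300 µM nifuroxazide; values of inactives mirror those of a sister screen read the other way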
STAT1 activator: STAT1 signaling activators, primary screen, cell-based, HTS, luciferase reporter; NIH 3T3 STAT1-luciferase reporter, IFN-gamma, luminescence; 100% = IFN-gamma alone, no compound; activation (% of control), % at 5.5 µM; 2.6% of 200,000 active;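 active means activation above the screen-wide mean activation plus 3 SD, cut at about 130% in these data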;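 further: raw ratio to IFN-gamma control signal so 100% means no change and 0% no light; values of inactives mirror those of a sister screen read the other way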
TLR4 MyD88 comp: inhibitors of TLR4-MyD88 association in cells, primary screen, cell-based, HeLa CL3-4, BLA complementation, FRET ratio. AID 861, 2007. 0.18% of 200,000 active. inhibition, % at 8.4 µM. HeLa CL3-4 TLR4/MyD88 BLA complementation; in the data active means inhibition above about 25%;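 further: 0% = vehicle and 100% = reference inhibitor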
Target sequence (O00206 whole entry, looked up): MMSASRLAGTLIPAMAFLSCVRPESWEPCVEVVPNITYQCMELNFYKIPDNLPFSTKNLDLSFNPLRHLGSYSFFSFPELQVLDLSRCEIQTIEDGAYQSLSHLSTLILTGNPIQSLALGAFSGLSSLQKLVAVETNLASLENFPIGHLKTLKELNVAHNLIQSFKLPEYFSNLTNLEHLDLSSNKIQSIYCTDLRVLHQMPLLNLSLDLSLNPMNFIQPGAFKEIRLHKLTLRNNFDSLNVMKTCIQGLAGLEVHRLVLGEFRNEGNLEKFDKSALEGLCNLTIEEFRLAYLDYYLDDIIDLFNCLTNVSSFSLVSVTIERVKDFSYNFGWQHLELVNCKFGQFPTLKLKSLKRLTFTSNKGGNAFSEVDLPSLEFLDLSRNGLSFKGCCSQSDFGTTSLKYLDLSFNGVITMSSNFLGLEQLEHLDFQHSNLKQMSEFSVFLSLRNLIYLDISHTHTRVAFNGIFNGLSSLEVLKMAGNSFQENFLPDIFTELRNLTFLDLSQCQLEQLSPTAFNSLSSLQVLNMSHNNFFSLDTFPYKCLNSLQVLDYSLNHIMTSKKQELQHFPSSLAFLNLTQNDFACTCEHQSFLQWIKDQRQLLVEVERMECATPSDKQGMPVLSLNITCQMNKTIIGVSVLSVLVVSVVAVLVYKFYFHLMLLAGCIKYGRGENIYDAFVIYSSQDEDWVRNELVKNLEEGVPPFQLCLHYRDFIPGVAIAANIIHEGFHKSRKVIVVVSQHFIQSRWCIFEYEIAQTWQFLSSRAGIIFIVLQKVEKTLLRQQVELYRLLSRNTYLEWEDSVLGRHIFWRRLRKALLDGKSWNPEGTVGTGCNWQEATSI
Target sequence (Q99836 whole entry, looked up): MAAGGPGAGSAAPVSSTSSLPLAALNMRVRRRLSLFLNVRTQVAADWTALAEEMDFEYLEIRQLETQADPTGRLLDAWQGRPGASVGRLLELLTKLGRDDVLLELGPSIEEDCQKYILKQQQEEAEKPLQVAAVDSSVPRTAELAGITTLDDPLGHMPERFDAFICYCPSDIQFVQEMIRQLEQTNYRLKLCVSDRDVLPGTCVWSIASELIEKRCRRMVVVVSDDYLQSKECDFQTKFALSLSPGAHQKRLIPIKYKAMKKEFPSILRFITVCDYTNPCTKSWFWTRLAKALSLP
Diaphorase act: compounds boosting diaphorase resazurin reduction – biochemical, uHTS, resorufin fluorescence, counter-screen for diaphorase-coupled primary assays, primary screen. Diaphorase/resazurin coupled assay, 16 min; stronger effect = higher value; 1 = vehicle wells, 0 = NADH-free wells. activation factor at 20 µM. 0.005% of 190,000 active. AID 1229, 2008;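 active means diaphorase activity raised at least twofold by the compound at 20 µM; inactive means activation factor below 2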
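Material: Purified diaphorase enzyme from Clostridium kluyveri | Buffer or medium: 50 mM HEPES pH 7.4 with 4.542 mM MgCl2, 0.005% Tween 20 | Times: 16 min enzyme reaction, ambient temperature | Signal: Red resorufin fluorescence at 544/590 nm excitation/emission | Measure: Increased resorufin signal from activators or reducing compounds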
G6PDH counter: L. mesenteroides G6PDH inhibitors, counter-screen for G6PDH-coupled screening assays, biochemical, Leuconostoc mesenteroides enzyme | inhibition, % at 5 µM | 0.12% of 200,000 active | AID 1020, 2008 | Purified L. mesenteroides G6PDH, diaphorase/resazurin coupled fluorescence, 45 min; in the data active means inhibition above about 50%
Hsp70 activator: Hsp70 transcriptional activators, primary screen, cell-based, HeLa, Hsp70 promoter luciferase, luminescence, 10 µM. HeLa Hsp70 promoter luciferase reporter; scaled: vehicle 0, proteasome-inhibitor control 100%. activation, % at 10 µM. 0.04% of 200,000 active. AID 1203, 2008;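 active means activation above the mean across all tested compounds plus 3 SD, cutoff set per campaign, cut at about 5.5% in these data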;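 further: 100% = MG132 at 30 µM as the positive control and 0% = DMSO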
STAT3 inh: IL-6 driven STAT3 reporter inhibitors, primary screen, U3A cells, luciferase, luminescence, MLSCN library | 0.89% of 190,000 active | IL-6 STAT3-luciferase reporter; host cell line lacks STAT1 | AID 862, 2007 | inhibition, % at 5.5 µM;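 active means inhibition above the mean inhibition across all screened compounds plus 3 SD, cut at about 44% in these data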;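 further: 0% = DMSO only wells and 100% = 100 µM nifuroxazide control wells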
Active calls of the source: *; / = no result given.

SMILES	Diaph inh CS	APP 5UTR inh	STAT3 activator	STAT1 blocker	STAT1 activator	TLR4 MyD88 comp	Diaphorase act	G6PDH counter	Hsp70 activator	STAT3 inh
O=C(O)Cn1cc(C(=S)N2CCOCC2)c2ccccc21	7	13	104	-5	105	-3	0.9	1	-0.3	1
O=c1[nH]c2ccccc2n1CCCSCCCn1c(=O)[nH]c2ccccc21	34	-26	93	6	94	0	0.7	6	-0.2	15
Cc1ccc(NC(=O)CCC(=O)n2nc(C)cc2C)c(C)c1	0	8	90	-3	103	-15	1	5	-0.1	11
Cc1[nH]c2ccccc2c1/C=N/NC(=O)c1cccc(S(=O)(=O)Nc2ccccc2Cl)c1	20	-12	113	-3	102	3	0.8	-21	0.0	-16
NC(=O)c1ccc(NC(=O)Cn2c(=O)n(-c3ccccc3)c(=O)c3oc4ccccc4c32)cc1	2	0	100	13	86	-17	1	4	0.0	6
O=S(=O)(NC1CCCC1)c1ccc(S(=O)(=O)N2CCc3ccccc32)cc1	20	-27	87	11	91	15	0.8	3	-0.2	20
N#Cc1ccccc1Sc1ccccc1C(=O)OCC(=O)NC12CC3CC(CC(C3)C1)C2	21	-10	111	-11	110	-5	0.8	8	-0.4	-10
O=C(Nc1cccc(Cl)c1)C1CCCN(S(=O)(=O)c2cnc[nH]2)C1 (centres undefined)	20	-18	104	0	100	1	0.8	3	-0.2	4
CCn1c(Sc2ccc(N)cc2Cl)nc2ccccc21	20	11	97	1	96	8	0.8	1	0.1	5
Cc1cc(C)n(-c2ccc(C(=O)Nc3ccc(N4CCOCC4)cc3)cc2)n1	9	/	89	9	94	-5	0.9	-2	-0.3	13
Cc1cccc2c(=O)c(C(=O)NCCCN3CCOCC3)c[nH]c12	0	-7	117	1	99	-5	1	-1	0.0	-19
COc1ccc(-n2cc(CN(C)C(C)c3ccncn3)c(-c3cccc(F)c3)n2)cc1 (centres undefined)	6	8	100	-10	108	-9	0.9	7	-0.1	4
CCOC(=O)NC(O)C(=O)c1ccc(F)cc1 (centres undefined)	11	20	100	-7	106	-6	0.9	6	-0.2	12
C=CCNC(=O)CC(=O)N/N=C/c1ccc(C(=O)OC)cc1	8	-5	110	-5	105	-1	0.9	19	-0.1	-1
O=C(Nc1cc(C(F)(F)F)ccc1N1CCOCC1)c1ccc[n+]([O-])c1	21	14	99	-2	102	-6	0.8	0	-0.1	2
O=c1c2ccccc2ncn1CCCSc1ccccc1	10	-22	87	-8	107	15	0.9	8	0.0	19
COC(=O)c1cccnc1-n1c(=O)c2cccnc2n(Cc2ccc(Cl)cc2)c1=O	12	7	100	3	97	0	0.9	-7	0.6	5
Cn1c(=O)c2cc(S(=O)(=O)NCCC(=O)N3CC=C(c4ccccc4)CC3)ccc2n(C)c1=O	14	27	108	-3	102	12	0.9	3	0.1	-4
Cn1c(=NC(=O)c2cccc([N+](=O)[O-])c2)sc2ccccc21	1	-104	136*	-76	170*	-4	1	4	-0.3	-41
C#CCNC(=O)C1=C[C@H](c2csc3ccccc23)C[C@H](OCCCCO)O1	28	-6	/	2	100	-14	0.7	8	-0.2	/
O=CN1CCN(C(=O)c2ccc(-c3nc4ccccc4s3)s2)CC1	-10	-90	76	-33	129*	7	1.1	4	0.1	31
CC(=O)NC(Cc1cnc[nH]1)C(=O)O (centres undefined)	22	-12	105	-12	111	1	0.8	4	-0.5	-4
COc1ccc(C(=O)Nc2nc(-c3ccc(OC)cc3)c(-c3ccc([N+](=O)[O-])cc3)s2)cc1	10	15	99	-2	102	2	0.9	-2	0.4	2
COc1ccc(CC(=O)Nc2nnc(SCc3ccccc3)s2)cc1S(=O)(=O)N1CCOCC1	14	1	98	0	100	5	0.9	9	0.0	6
CC(C)Cn1cnc2sc3c(c2c1=N)CCCC3	1	-3	106	5	95	-1	1	-1	0.2	-1

Structures shown so far that have a nitro group on carbon, in the order listed:
SMILES	Diaph inh CS	APP 5UTR inh	STAT3 activator	STAT1 blocker	STAT1 activator	TLR4 MyD88 comp	Diaphorase act	G6PDH counter	Hsp70 activator	STAT3 inh
Cn1c(=NC(=O)c2cccc([N+](=O)[O-])c2)sc2ccccc21	1	-104	136*	-76	170*	-4	1	4	-0.3	-41
COc1ccc(C(=O)Nc2nc(-c3ccc(OC)cc3)c(-c3ccc([N+](=O)[O-])cc3)s2)cc1	10	15	99	-2	102	2	0.9	-2	0.4	2

Following part:
SMILES	Diaph inh CS	APP 5UTR inh	STAT3 activator	STAT1 blocker	STAT1 activator	TLR4 MyD88 comp	Diaphorase act	G6PDH counter	Hsp70 activator	STAT3 inh
Cn1cccc1C(=O)Nc1nc(-c2ccccn2)cs1	20	-43	91	-39	135*	4	0.8	26	-0.5	17
CCCCC(=O)Nc1ccc2c(c1)nc(CCN1CCOCC1)n2C	17	-3	101	-9	109	0	0.8	18	0.0	8
CCN1C(=Nc2ccc(Cl)cc2)SC/C1=C\C(=O)OC	14	-14	102	-7	107	-1	0.9	1	0.2	3
Cc1cccc(C)c1OCC(O)CNS(=O)(=O)c1ccccc1C(=O)N1CCOCC1 (centres undefined)	-9	-3	102	0	100	0	1.1	4	-0.3	2
CCOc1cc(C2NN=C(c3ccc(C)cc3)S2)ccc1O (centres undefined)	12	-59	104	-40	136*	6	0.9	4	-0.3	-4
O=c1c2ccccc2c(-c2ccccc2)nn1Cc1c(Cl)cccc1Cl	22	-6	106	-3	102	4	0.8	0	-0.1	3
O=C(Cn1cc2c(n1)CCCC2)NCCCN1CCN(Cc2ccccc2)CC1	8	9	102	-4	103	14	0.9	12	-0.4	2
CC1Cc2ccccc2N1C(=O)CSc1nc2c(c(=O)n(C)c(=O)n2C)n1Cc1ccc(F)cc1 (centres undefined)	/	4	105	2	97	3	/	/	0.1	-3
CC(C)CNC(=O)c1cccc(Cn2cc(Cl)cn2)c1	12	1	112	-8	107	2	0.9	3	0.0	-12
COc1cc(C(=O)NCc2ccco2)c(Br)c(OC)c1OC	13	-9	105	6	95	-7	0.9	2	-0.1	-3
CCCCCCC(=O)N(O)C1CC(=O)N(Cc2ccccc2)C1=O (centres undefined)	16	0	83	35*	68	-6	0.8	-13	0.0	22
Cc1csc(NC(=O)Nc2ccc(Cl)cc2)n1	4	-27	96	-30	127	10	1	2	-0.1	11
CCCc1[nH]nc2c1C(c1ccoc1)C(C#N)=C(N)O2 (centres undefined)	3	8	114	2	98	9	1	-5	-0.1	-6
COc1ccc(NS(=O)(=O)c2ccc(Oc3cccc(C(=O)O)c3)cc2)cc1	14	-6	103	13	86	7	0.9	4	0.0	3
COC(=O)CCCNC(=O)c1ccccn1	3	7	106	-10	109	0	1	4	0.0	1
O=C1NC(=O)C(CC(=O)N(Cc2cccs2)C2(C(=O)NC3CCCC3)CCCCC2)N1 (centres undefined)	5	4	87	-3	102	10	0.9	5	-0.2	22
CC(C)c1cc(C(F)(F)F)n2nc(C(=O)Nc3ccc4c(c3)OCO4)cc2n1	15	-38	97	-13	112	-8	0.9	7	-0.1	12
Cc1ccc(Cl)cc1N1CCN(C(=O)CN2C(=O)c3cccc4cccc2c34)CC1	9	4	100	7	90	-7	0.9	-25	-0.6	2
Cc1cc(/C=C2/C(=N)N3C(=NC2=O)SN=C3S(C)(=O)=O)c(C)n1-c1ccc(F)cc1	34	-36	105	-12	111	-2	0.7	-3	-0.3	-1
CC1CCCN(C(=S)SCC(=O)O)C1 (centres undefined)	13	-16	95	2	98	4	0.9	7	-0.3	14
O=C(Nc1ccccc1)C1=C(c2ccccc2)S(=O)(=O)CCS1(=O)=O	9	87*	72	22	78	11	0.9	11	-0.1	35
CCCc1nnc(NC(=O)CCC(=O)N2CCN(C3c4ccccc4-c4ccccc43)CC2)s1	2	1	103	3	97	-1	1	-17	-0.3	-1
Cn1c(=O)n(-c2ccccc2)c(=O)c2c3c(sc21)COC(C)(C)C3	8	-1	96	1	99	-5	0.9	8	-0.3	7
C/C(=N/OC(=O)c1c(-c2c(Cl)cccc2Cl)noc1C)c1cnccn1	29	17	94	12	87	-4	0.7	12	0.0	12
CCN1CCN(C2=CC3=CC(=C(C#N)C#N)CCC3CC2)CC1 (centres undefined)	24	-5	85	1	98	1	0.8	9	-0.3	20
Following part:
SMILES	Diaph inh CS	APP 5UTR inh	STAT3 activator	STAT1 blocker	STAT1 activator	TLR4 MyD88 comp	Diaphorase act	G6PDH counter	Hsp70 activator	STAT3 inh
Cc1c(Cl)c([N+](=O)[O-])nn1CC(=O)NCC(C)C	11	3	94	3	98	-6	0.9	6	0.1	12
CCOc1ccc2oc(C(=O)NC3CC(C)(C)NC(C)(C)C3)c(C)c2c1	-7	5	103	-12	111	7	1.1	4	-0.1	5
COc1cc(CNCc2cccs2)ccc1OCc1ccccc1	2	-5	105	-12	111	5	1	3	-0.2	-2
Cc1cccc(-c2nc(CSc3nc4c(c(=O)[nH]3)CCC4)c(C)o2)c1	20	-11	132	1	99	2	0.8	17	-0.1	-37
COc1ccccc1OCC(=O)NNC(=O)c1cccs1	3	-6	108	-5	104	1	1	11	-0.4	-9
O=C(CN1CCCCC1)Nc1cccc([N+](=O)[O-])c1	9	-14	97	-6	106	15	0.9	6	0.0	11
CCc1nnc(NS(=O)(=O)c2ccc(NC(=S)NC(=O)/C=C/c3ccc(F)cc3)cc2)s1	19	-3	105	-4	103	-1	0.8	-18	-0.4	-12
O=C(NC1CCCCC1)C(c1ccc2ncccc2c1)N(Cc1ccc2c(c1)OCO2)C(=O)c1ccc2c(c1)OCCO2 (centres undefined)	26	/	101	11	90	-4	0.7	-16	-0.1	-1
CCCN(N=Nc1cccc([N+](=O)[O-])c1)c1cccc([N+](=O)[O-])c1	17	-12	88	-6	106	-2	0.8	0	0.1	19
CCOc1ccc(CC(=O)OCc2cc(=O)n3cc(Br)ccc3n2)cc1	4	-5	89	0	99	1	1	2	0.0	18
CC(C)CN(CC(C)C)c1nnc(N)s1	4	26	95	-2	102	2	1	11	-0.2	6
Cc1cc(Nc2ccccc2)c2c([N+](=O)[O-])cc(C)c(C)c2n1	-1	3	104	6	94	8	1	-17	0.0	5

Screens (PubChem BioAssay)
